High-throughput results: PubChem BioAssay, National Center for Advancing Translational Sciences (NCATS)
Abeta yeast res: restores growth of yeast expressing A-beta42 peptide; yeast expressing A-beta42, growth rescue, OD600, 48 h; response scale: 0% DMSO, 100% iron-clioquinol control; Potency, µM (highest dose often 46.1 µM), without a hit: at the top dose growth rescue, actives largely listed as activators; 0.063% of 410,000 active; AID 1347071; further: potency means the concentration at half of the fitted maximal effect; nearly all actives have a fitted effect of over 55% in size
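Yeast A-beta toxicity model in growth medium with pinned compounds, 48 h at 30 C; growth read as absorbance at 600 nm. Normalized to FeCl3/clioquinol equimolar mix (positive) and DMSO (negative).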
Nrf2 block: blocks Nrf2 signaling. A549 ARE-Fluc reporter, luciferase luminescence, 18-24 h. AID 504444. Potency, µM (doses to about 46 µM), for the others: top-dose activity change, negative = inhibition, actives largely listed as inhibitors. 2.1% of 360,000 active; further: potency means the concentration at half of the fitted maximal effect; on the % scale 0 is the no-effect control and ±100 the full control effect; nearly all actives have a fitted effect of over 60% in size
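Nrf2 activity is the BugLite luminescence, read 15 min after reagent at room temperature, following CellTiter-Fluor cytotoxicity readout (30 min, 37C). Compound titrations were applied for 18-24 h to 5000 A549 ARE_Fluc cells/well in 5% FBS OPTI-MEM.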
CCT modulator: cytosolic chaperonin activity modulation; 0.3% of 360,000 active; purified chaperonin ATPase assay, HTRF ADP detection, 30 min; activity change, % (concentration not given with the values), hits read low; AID 651819; in the data active means activity change below about -30%; further: on the % scale 0 is the no-effect control and ±100 the full control effect
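Nucleotide hydrolysis assay: TRiC at 20–40 nM final (set by batch activity) with 10 uM ATP, 30 min at 37 °C, in presence of 76 uM compound. Detection by competitive ADP HTRF, 30 min ambient.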
HepG2 viability: kills HepG2 cells in TGF-b inhibitor counter-screen; HepG2 CAGA-GFP viability, ATP luminescence, 18 h; Potency, µM (doses to about 46.1 µM), without a hit: at the top dose activity change, negative = cytotoxicity, usual class: cytotoxic; 0.76% of 410,000 active; AID 588856; further: potency means the concentration at half of the fitted maximal effect; some results filed as inactive show a strong effect at the top dose
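HepG2 CAGA-GFP cells (1000/well, DMEM with 1% FBS) received compound, then TGF-beta at 500 pg/mL final, and were incubated 18 hours at 37 degrees C. Viability was read by CellTiter-Glo luminescence. Media-only wells were set as complete cell-killing and DMSO as no toxicity.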
Akt phos inh: blocks phosphorylation of Akt; Neuro2A IGF-stimulated pAkt S473 HTRF, 20 min; stronger effect = lower value; activity change, % for hits at 50 µM; 0.32% of 360,000 active; AID 651550; in the data active means activity change below about -80%; inconclusive means mostly about -51% to -80%; further: on the % scale 0 is the no-effect control and ±100 the full control effect
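Single-point screen (50 µM final compound) in Neuro2A cells stimulated 20 min with 6 nM IGF at 37 deg C. After lysis, Ser473-phosphorylated Akt read by HTRF (ex 330 nm, em 615/665 nm) as the 665/615 ratio.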
A549 tox: counter-screen for Nrf2 inhibitors: cytotoxicity in A549 cells. AID 504648. Potency, µM (titrated, usually from 46 µM), inactives show top-dose activity change, negative = cytotoxicity, actives largely listed as inhibitors. 0.16% of 390,000 active. A549 ARE-Fluc cells, CellTiter-Fluor viability, 18-24 h; further: potency means the concentration at half of the fitted maximal effect; on the % scale 0 is the no-effect control and ±100 the full control effect
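A549 ARE_Fluc cells in 5% FBS OPTI-MEM were exposed to compounds in concentration-response for 18-24 h at 37 deg C. Viability was read by CellTiter-Fluor fluorescence (Ex 405/Em 525) after 30 min, before the luciferase read.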
Mm-Cpn inhibitor: blocks the Methanococcus maripaludis chaperonin Mm-Cpn; 0.031% of 330,000 active; purified Mm-Cpn ATPase, ADP Transcreener TR-FRET; Potency, µM (doses to about 76.9 µM), for inactives: top-dose activity, negative = inhibition, actives largely listed as inhibitors; further: potency means the concentration at half of the fitted maximal effect; on the % scale 0 is the no-effect control and ±100 the full control effect; nearly all actives have a fitted effect of over 80% in size
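ATPase turnover read by TR-FRET ADP competition (Eu cryptate antibody/ADP-d2, 665/590 nm): 10uM ATP final, 25nM Mm-CPN final, 30 min 37degC after 10-min compound preincubation, pH 7.4 Tris/KCl/MgCl2/DTT buffer.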
Nrf2 ARE act: activates Nrf2 signaling. AREc32 ARE-luciferase reporter (MCF7-derived line), luminescence, 24 h. Potency, µM (titrated, usually from 46.1 µM), inactives show top-dose activation, most hits filed as activators. 0.31% of 410,000 active. AID 624171; further: potency means the concentration at half of the fitted maximal effect; % of control where 0% means no effect; nearly all actives have a fitted effect of over 65% in size
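Luminescent ARE reporter assay in AREc32_Fluc cells: overnight plating at 37 deg C, 24 hr compound incubation, Steady-Glo added, 30 min RT before reading.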
TGFb SMAD3 inh: blocks TGF-b signaling; HepG2 CAGA-GFP TGF-b/SMAD3 reporter, GFP fluorescence, 18 h; TGF-beta stimulated, 500 pg/mL final; Potency, µM (titrated, usually from 46.1 µM), without a hit: at the highest dose activity, negative = inhibition, actives largely listed as inhibitors; 1.2% of 410,000 active; AID 588855; further: potency means the concentration at half of the fitted maximal effect; on the % scale 0 is the no-effect control and ±100 the full control effect; nearly all actives have a fitted effect of over 65% in size
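Read-out: total well GFP (ex488/em500-530) summed from mean per-cell fluorescence. Cells: HEPG2 CAGA-GFP, 1% FBS DMEM, 18 h at 37 degrees C with 500 pg/mL final TGF-beta. Unstimulated wells served as the full-inhibition control; stimulated DMSO wells = 0%.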
* hit, by the source's call; i = inactive; ? = inconclusive; nt = not tested or not shown; [ ] = another dose, or the depositor's remark. Unless noted, the call rests on the fitted dose curve; in most records, active means well fitted curve in the direction sought with a large enough effect; inconclusive means small, poorly fitted or top-dose-only effect, or another doubt; inactive means no such curve, though single readings can be large; an effect the other way counts as inactive or inconclusive. Random draw from the library. Share with any hit: about 4.3%.

mol,Abeta yeast res,Nrf2 block,CCT modulator,HepG2 viability,Akt phos inh,A549 tox,Mm-Cpn inhibitor,Nrf2 ARE act,TGFb SMAD3 inh
CCOc1ccc(C(=O)c2cn(CC(=O)Nc3cccc(OC)c3)c3cc4c(cc3c2=O)OCCO4)cc1,-14.8%,-17.1%,nt,-6.2%,nt,-9.1%,nt,0.0%,?
FC(F)(F)c1ccccc1Cc1c(-c2cccc(Cl)c2)nc2ccc(Br)cn12,-10.3%,nt,-2.9,0.9%,i,nt,nt,11.3%,-10.9%
CCc1nc(SCC(=O)Nc2ccc(F)cc2F)c2c(=O)n(C)c(=O)n(C)c2n1,-17.1%,16.2%,-1.4,3.1%,i,-4.0%,1.4%,0.2%,-13.1%
CCN(CC)C(=O)c1cccc(-c2csc(C(C)(NC(C)=O)c3ccccc3)n2)c1 (centres undefined),-6.4%,nt,-1.5,-13.4%,i,nt,nt,2.7%,-2.0%
CC(C)c1ccc(CC(=O)N2CCC2(C)C(=O)NS(=O)(=O)c2ccc(Cl)s2)cc1 (centres undefined),5.3%,nt,0.4,4.8%,i,nt,nt,-1.1%,7.4%
c1ccc(SCCc2ccncc2)cc1,14.9%,nt,2.3,1.7%,i,-2.3%,1.8%,2.3%,?
Cc1cc(Nc2ccc(F)cc2)n2c(nc3ccccc32)c1C#N,-11.0%,-12.9%,nt,-1.0%,nt,-1.9%,nt,0.0%,-9.6%
O=C1CCCN1C(=O)COc1ccccc1[N+](=O)[O-],-4.4%,1.2%,-1.6,-37.5%,i,6.2%,0.6%,-0.1%,-21.0%
COc1ccc(C)cc1NC(=O)c1cc(S(=O)(=O)N2CCc3ccccc3C2)ccc1F,5.9%,nt,nt,1.9%,nt,17.4%,nt,-0.3%,-2.3%
O=C(CCN1C(=O)C2CC=CCC2C1=O)Nc1nccs1 (centres undefined),-14.4%,-0.6%,-1.0,-6.2%,i,6.5%,-5.3%,-1.2%,-12.3%
O=C(Nc1nccs1)c1ccc(N2C(=O)[C@@H]3[C@H](C2=O)[C@H]2C=C[C@@H]3C2)cc1,-22.2%,13.9%,-19.8,-44.9%,i,-1.4%,-1.0%,8.6%,?
CC(Oc1ccc(Cl)cc1)C(=O)/C=C/N(C)C (centres undefined),-20.2%,-16.2%,0.9,-11.2%,i,nt,1.9%,-0.2%,-23.3%
COC(=O)c1sccc1NC(=O)c1ccco1,8.7%,-1.5%,0.7,6.7%,i,1.4%,-1.2%,11.2µM*,-0.8%
Cc1cnc(NC(=O)c2c(-c3ccccc3)noc2C)s1,-3.8%,-17.1%,-0.3,-11.4%,i,2.2%,0.1%,2.2%,-6.5%
COC(=O)c1c(N)sc2c1CCN(c1ncc(C(F)(F)F)cc1Cl)C2,7.6%,?,2.1,-40.9%,i,0.1%,-2.4%,6.0%,-11.0%
Cn1c(=O)c(=O)n(C)c2cc(S(=O)(=O)Nc3ccc4c(c3)OCCO4)ccc21,15.6%,6.9%,1.7,-2.6%,i,0.2%,1.0%,0.1%,3.7%
O=C(Nc1cc(Cl)ccc1-n1cncn1)c1cncc(Br)c1,-14.0%,-7.1%,1.7,-3.3%,i,-9.0%,-19.0%,6.0%,4.5%
COC(=O)c1ccc(COc2ccccc2/C=N/NS(=O)(=O)c2ccc(C)cc2)cc1,-11.5%,-24.9%,-2.2,-11.4%,i,-15.5%,0.8%,0.2%,-1.9%
COc1ccc(C(C)(O)c2nc(/C=C/c3ccccc3)cs2)cc1 (centres undefined),?,nt,-2.9,-14.7%,i,nt,nt,2.7%,-21.5%
CC(=O)Nc1cc(-c2nn(C)c(=O)c3ccccc23)ccc1N1CCOCC1,-3.6%,-13.1%,0.5,4.8%,i,6.0%,0.4%,-0.3%,1.1%

An excerpt from above, limited to Abeta yeast res.
canonical_smiles	Abeta yeast res
O=C(Nc1cc(Cl)ccc1-n1cncn1)c1cncc(Br)c1	-14.0%
COC(=O)c1ccc(COc2ccccc2/C=N/NS(=O)(=O)c2ccc(C)cc2)cc1	-11.5%

Later entries
mol,Abeta yeast res,Nrf2 block,CCT modulator,HepG2 viability,Akt phos inh,A549 tox,Mm-Cpn inhibitor,Nrf2 ARE act,TGFb SMAD3 inh
COc1ccc(C(=O)c2ccc(-c3ccc(OC)cc3)nc2)cc1,-15.0%,6.8%,-2.2,-15.3%,i,13.0%,-2.3%,-1.1%,-13.6%
COc1ccc(Cc2nnc(SCC(=O)Nc3cc(Cl)ccc3C)[nH]c2=O)cc1,-10.5%,-21.9%,0.1,-16.7%,i,-0.5%,2.2%,0.2%,-4.9%
COCCNC(=O)C(C)OC(=O)c1nsc(Cl)c1Cl (centres undefined),7.6%,0.6%,-3.1,6.6%,i,-6.6%,0.5%,-0.1%,-2.1%
CC(CNC(=O)c1cc2ccccn2n1)c1ccccc1 (centres undefined),-23.0%,?,nt,-10.4%,nt,11.7%,nt,4.8%,-0.9%
CCN1CCN(CC(=O)c2c[nH]c3ccc(C)cc23)CC1,7.0%,29.7%,-1.4,-3.2%,i,19.8%,-0.5%,-0.2%,2.8%
O=C(CN1CCN(c2ccccn2)CC1)Nc1ccc(OC(F)(F)F)cc1,8.4%,-0.2%,2.7,-2.4%,i,5.1%,3.7%,1.1%,-14.7%
COc1ccc(-c2csc(NC(=O)C3CSC4(C)CCC(=O)N34)n2)cc1 (centres undefined),-3.5%,1.0%,0.5,0.4%,i,-0.8%,1.4%,0.2%,0.7%
COc1ccc(N2CC(C(=O)Nc3ccccc3N3CCCC3)CC2=O)c(OC)c1 (centres undefined),6.0%,9.3%,-0.5,9.0%,i,-0.8%,-4.7%,-0.6%,?
O=P(O)(CCc1ccncc1)CN1CCCCC1,0.7%,3.3%,1.6,-11.5%,i,6.3%,-6.1%,2.0%,-10.0%
Cc1ccc(NC(=O)N2CCN(c3nnc(C)c4c(C)n(-c5ccccc5)nc34)CC2)c(Cl)c1,-8.8%,13.8%,nt,-18.8%,nt,4.5%,nt,4.1%,-19.7%
CCc1nc2ccc(C(=O)NCCCN(C)C)cn2c1N(C)CCCc1ccccc1,17.5%,nt,1.1,-79.4%,i,nt,nt,-1.0%[9.22 µM],17.5%
O=C(COC(=O)CNS(=O)(=O)c1ccc(Br)cc1Cl)Nc1ccc(N2CCOCC2)cc1,7.8%,?,0.9,7.5%,i,-6.1%,1.0%,0.3%,10.2%
CC(C)CCNC(=O)CSc1nc2ccccc2nc1Cc1ccc(Cl)cc1,9.9%,nt,nt,26.1%,nt,4.0%,nt,-0.4%,28.6%
NC(=O)c1c(NC(=O)CCCC(=O)O)sc2c1CCCCCC2,?,11.8%,-1.7,-12.6%,i,6.4%,-23.0%,-0.7%,-23.3%
Cc1ccc(C(=O)O/N=C(\c2ccccc2)c2cccnc2)cc1,-41.0%[inhibitor],-4.2%,-1.0,-12.7%,i,0.2%,-6.0%,-0.7%,-13.1%
O=C(Nc1ccc(F)cc1F)c1csc(-c2cccs2)n1,-0.2%,?,-8.0,7.1%,i,-0.6%,-6.9%,10µM*,?
Cc1cc(C)n2c(NC3CCCC3)c(-c3cccnc3)nc2n1,-9.7%,nt,-0.6,nt,i,nt,nt,-1.0%,nt
Cc1ccc(C(=O)Nc2ccccc2-c2ccccc2)o1,5.1%,nt,-0.8,4.9%,i,?,0.5%,0.5%,6.7%
O=C(Nc1ccc(Cl)c(C(F)(F)F)c1)C1CCCN(S(=O)(=O)c2cnc[nH]2)C1 (centres undefined),11.6%,?,-1.1,-27.0%,i,-10.8%,-1.9%,2.5%,1.6%
O=C(Nc1c(C(=O)O)[nH]c2ccc(F)cc12)c1cccc(C(F)(F)F)c1,5.6%,-9.4%,-1.5,8.3%,i,-3.3%,0.2%,?,0.2%
CC(CCc1ccccc1)NS(=O)(=O)c1ccccc1Cl (centres undefined),-13.5%,-13.2%,-2.6,-10.9%,i,0.1%,1.7%,0.3%,-16.1%
CN(C)c1ccc(CNC(=O)CN2C(=O)C3CCCCN3c3ccc(C(=O)N4CCCC4)cc32)cc1 (centres undefined),-3.7%,nt,nt,-13.4%,nt,19.0%,nt,-0.3%,-1.6%
CCc1nnc(NC(=O)c2cccc(C(=O)Nc3nnc(CC)s3)n2)s1,-49.8%[inhibitor],0.259µM*,-1.2,-53.6%,i,?,-0.5%,3.5%,0.251µM*
CC(Sc1nnc(Cc2ccccc2)n1C)C(=O)NC1CC1 (centres undefined),13.5%,13.6%,-2.4,1.0%,i,6.4%,4.6%,-1.0%,15.6%
CCOC(=O)N(C)C[C@H]1OCc2cnnn2CCCC(=O)N([C@@H](C)CO)C[C@H]1C,9.1%,nt,-1.1,3.0%,i,nt,nt,-0.4%,18.3%
